Screens from PubChem BioAssay.
TRHR ag – qHTS for Small Molecule Agonists and Allosteric Enhancers of Human TRH Receptor: Primary Screen for Agonists; Thyrotropin-releasing hormone receptor (Homo sapiens), P34981; TRHR cells, calcium flux fluo-8, FDSS agonist mode; activation, % at 2 µM; 360,000 compounds, 0.18% hits; note: 0% is about no effect
Target sequence (P34981 whole entry, looked up): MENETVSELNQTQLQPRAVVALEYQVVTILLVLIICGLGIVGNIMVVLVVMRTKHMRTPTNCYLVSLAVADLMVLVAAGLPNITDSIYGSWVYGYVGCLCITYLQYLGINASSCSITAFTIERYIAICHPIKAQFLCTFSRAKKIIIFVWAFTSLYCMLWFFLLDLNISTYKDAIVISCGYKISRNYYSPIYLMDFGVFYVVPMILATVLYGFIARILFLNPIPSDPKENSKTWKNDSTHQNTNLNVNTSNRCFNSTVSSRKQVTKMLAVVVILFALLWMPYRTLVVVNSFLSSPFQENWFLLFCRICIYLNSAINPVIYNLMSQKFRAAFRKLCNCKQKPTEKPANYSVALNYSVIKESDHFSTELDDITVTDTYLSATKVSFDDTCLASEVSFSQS
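In this calcium-flux screen, cells bearing human TRHR are dye-loaded with fluo-8, baselined for 10 cycles, then exposed to library compounds; positive kinetic calcium responses during the agonist phase mark hits, with TRH as control.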
D2 potentiator – HTS Assay for Positive Allosteric Modulators of the Human D2 Dopamine Receptor: Primary Screen for Potentiators; HEK293 T-REx D2, calcium flux, EC20 dopamine potentiation; potentiation, % at 10 µM; 340,000 compounds, 0.34% hits; AID 485347, 2010;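 active = potentiation over 3 SD above the plate norm, cut at about 30% in these data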; note: 0% is about no effect
Target sequence (P14416 whole entry, looked up): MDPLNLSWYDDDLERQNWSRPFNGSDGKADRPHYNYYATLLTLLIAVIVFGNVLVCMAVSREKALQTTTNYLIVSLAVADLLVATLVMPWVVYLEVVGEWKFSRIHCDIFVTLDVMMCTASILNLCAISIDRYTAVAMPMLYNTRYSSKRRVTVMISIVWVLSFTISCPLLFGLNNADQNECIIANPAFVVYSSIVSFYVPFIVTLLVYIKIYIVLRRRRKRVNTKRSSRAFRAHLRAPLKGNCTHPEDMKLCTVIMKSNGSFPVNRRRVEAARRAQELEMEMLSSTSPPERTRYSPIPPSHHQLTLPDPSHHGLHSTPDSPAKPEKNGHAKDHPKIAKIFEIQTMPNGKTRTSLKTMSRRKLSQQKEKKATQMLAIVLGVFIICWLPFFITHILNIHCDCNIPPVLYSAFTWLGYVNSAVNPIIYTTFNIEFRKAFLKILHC
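Tetracycline-induced Hek293 Trex D2 cells, force-coupled to calcium, loaded with no-wash calcium dye. Compound added with 180 s kinetic read for agonism, then EC20 dopamine and a further 180 s read for potentiation.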
D1 antag – Antagonist of Human D 1 Dopamine Receptor: qHTS; 360,000 compounds, 3.2% hits; HEK293 TREx D1 cells, calcium flux, dopamine EC80; hits give low values; activity change, negative = inhibition, % at 10 µM; AID 504652, 2011; D(1A) dopamine receptor (Homo sapiens), P21728; in the data active = activity change below about -30%; note: % is set by controls: 0 for no effect and ±100 for the full control effect
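Antagonism measured as reduced calcium response to an EC80 dopamine addition following 180 s compound pre-read; cells were inducible HEK293 Trex D1 plated overnight at 30 C, read kinetically at 1 cycle/sec.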
D1 agonist – Allosteric Agonists of the Human D1 Dopamine Receptor: qHTS. D(1A) dopamine receptor (Homo sapiens), P21728. HEK293 T-REx D1 cells, calcium flux, agonist mode. activation, % at 2 µM. 360,000 compounds, 1% hits; note: 0% is about no effect
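Inducible HEK293 T-REx D1 cells, force-coupled to calcium signalling, were plated at 4000 cells/well with tetracycline and held overnight at 30 C. After no-wash calcium dye loading, compound-evoked calcium rise over 180 s flagged agonists.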
RXFP1 antagonist – qHTS Assay for Antagonists of the Relaxin Receptor RXFP1. HEK293-RXFP1, relaxin-stimulated cAMP HTRF, 30 min; hits give low values. activity change, negative = inhibition, % at 57.5 µM. 350,000 compounds, 0.59% hits. AID 1259400, 2018;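 active = activity change of -60% or lower, but not beyond a set lower limit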; note: % is set by controls: 0 for no effect and ±100 for the full control effect
D2 antagonist – HTS Assay for Allosteric Antagonists of the Human D2 Dopamine Receptor: Primary Screen for Antagonists; HEK293 TREx D2 cells, calcium flux, dopamine EC80; inhibition, % at 10 µM; 340,000 compounds, 2% hits; in the data active = inhibition above about 30%; note: 0% is about no effect
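Inhibition of EC80 dopamine-driven calcium flux, recorded kinetically, defines activity here; cells are a tetracycline-induced HEK293 T-REx line expressing force-coupled D2.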
D1 PAM – Potentiators of Human D1 Dopamine Receptor: qHTS; D(1A) dopamine receptor (Homo sapiens), P21728; HEK293 TREx D1 cells, calcium flux, dopamine EC20 potentiation; potentiation, % at 10 µM; 360,000 compounds, 0.036% hits; in the data active = potentiation above about 30%; note: 0% is about no effect
TRHR enhancer – qHTS for Small Molecule Agonists and Allosteric Enhancers of Human TRH Receptor: Primary Screen for Enhancers; 360,000 compounds, 0.66% hits; enhancement, % at 2 µM; TRHR cells, fluo-8 calcium fluorescence, EC20 TRH enhancement; Thyrotropin-releasing hormone receptor (Homo sapiens), P34981; in the data active = enhancement above about 30%; note: 0% is about no effect
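TRHR-expressing cells loaded with fluo-8 calcium dye were read kinetically (ex 480/em 530) during compound addition, then stimulated with an EC20 of TRH (10 nM final). Enhancement of the Gq-mediated intracellular calcium response was scored.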
D2 ag – HTS Assay for Allosteric Agonists of the Human D2 Dopamine Receptor: Primary Screen for Agonists; 340,000 compounds, 0.53% hits; HEK293 T-REx D2 cells, calcium flux agonist mode; D(2) dopamine receptor (Homo sapiens), P14416; AID 485358, 2010; activation, % at 2 µM;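 active = activation over 3 SD above normal in the single-dose calcium agonist read, cut at about 30% in these data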; note: 0% is about no effect
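Tetracycline-induced HEK293 Trex cells with D2 receptor force-coupled to calcium signaling, plated overnight at 30 C and loaded with no-wash calcium dye. Calcium flux read kinetically for 180 s after compound addition; responses flag agonists.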
Numbers without * were called inactive; . = no result given; & = joins results of further samples. Cut-off read from the data, not from the text of the source, unless noted: active = activation above about 30%; inactive = the rest.

molecule	D1 agonist	RXFP1 antagonist	TRHR ag	D2 antagonist	D1 antag	D1 PAM	D2 ag	TRHR enhancer	D2 potentiator
C/C(=C\C(=O)c1ccc(Br)cc1)NCc1ccc(C)cc1	1	-16	-0.1	19	2	-8	0.5	40*	14
CCN(C(=O)CSc1nc2ccc(OC)cc2[nH]1)c1c(N)n(Cc2ccccc2)c(=O)[nH]c1=O	0	-13	0.5	-4	-12	-9	0.5	-1	-3
Cc1ccc(/C=N/NC(=O)c2ccco2)cc1	0	-26	-0.1	26	6	-4	0.4	22	-7
CC(O)c1nc2ccccc2n1Cc1nnc(-c2ccc(Cl)cc2)o1 (stereo not drawn)	2	10	0.1	8	3	-4	-0.2	-4	6
Cn1c(=O)c2[nH]c(COc3ccc(C(C)(C)C)cc3)nc2n(C)c1=O	7	-16	-0.6	5	-19	0	-1.7	2	7
COc1ccc(NC(=O)Cn2cnc3sc(C)c(S(=O)(=O)N4CCN(C)CC4)c3c2=O)cc1OC	1&-3	-7&-1	0.7&-0.2	7	-11&-6	-6&-1	1.1&0.5	-17&-9	-25&4
COC(=O)[C@@H]1C[C@@]2(O)[C@@H](O)[C@@H](O)[C@@H](O)C[C@H]2N1CC(c1ccccc1)c1ccccc1	2	.	-0.1	9	13	-3	0.5	3	4
COC(=O)c1sccc1NS(=O)(=O)c1ccc(F)cc1F	0	3	-0.5	3	-12	-8	0.1	7	-4
CC1Oc2ccccc2N(CC(=O)NCc2cccs2)C1=O (stereo not drawn)	-2	-2	-0.1	2	10	-7	1.0	-9	14
COc1ccc(Nc2nc(N)nc(CN3CCN(c4ccccn4)CC3)n2)cc1	2	-13	-0.2	73*	4	-6	76*	3	-29
CCc1cc(=O)oc2c3c(c(Cl)cc12)OCN(Cc1cccc(OC)c1)C3	5	-1	-1.2	.	2	-1	-1.2	-1	.
CCN(CC)S(=O)(=O)c1ccc(/C=C/C(=O)OCC(=O)NNC(=O)c2ccc(OC)cc2)cc1	2	6	-0.2	2	-27	-4	0.7	9	-2
COc1ccc(C(O)P(=O)(OCC(C)C)c2ccc(N(C)C)cc2)c(OC)c1 (stereo not drawn)	-1	11	0.2	-9	2	4	-1.3	2	-1
COc1ccc(C(C)=O)cc1COC(=O)c1ccc(S(=O)(=O)N(C)C)cc1	6	8	0.4	9	-4	0	0.0	3	-1
COc1cc(/C=C2/C(=O)NN(c3ccc(F)cc3)C2=O)cc(Cl)c1O	1	-3	0.6	7	-5	-3	0.5	-11	-6
CCN1CCN(CC(=O)c2cc(Cl)ccc2Cl)CC1	2	0	0.1	-4	12	-6	-0.1	2	-9
COCCn1c(SCC(=O)Nc2ccccc2)nnc1-c1ccoc1C	2	22	0.5	6	0	.	0.9	5	4
COC(=O)c1c(NC(=O)CC2SC(N)=NC2=O)sc(C)c1C (stereo not drawn)	0	-7	0.2	-11	0	2	0.9	7	5
O=C(Oc1csc(=S)n1C(=O)c1ccccc1)c1ccccc1	-2	.	-0.8	-4	-1	5	-0.3	2	15
Cc1ccc(S(=O)(=O)NNC(=O)C2COc3ccccc3O2)cc1C (stereo not drawn)	1	9	-0.8	-17	-9	-5	0.4	4	-4

Look-ups from the results shown:
D1 antag, C/C(=C\C(=O)c1ccc(Br)cc1)NCc1ccc(C)cc1 is entered as 2
D1 antag, CCN1CCN(CC(=O)c2cc(Cl)ccc2Cl)CC1 is entered as 12
D1 agonist, COc1ccc(C(C)=O)cc1COC(=O)c1ccc(S(=O)(=O)N(C)C)cc1 is entered as 6
D2 potentiator, COc1ccc(NC(=O)Cn2cnc3sc(C)c(S(=O)(=O)N4CCN(C)CC4)c3c2=O)cc1OC is entered as -25&4
TRHR ag, COCCn1c(SCC(=O)Nc2ccccc2)nnc1-c1ccoc1C is entered as 0.5

(more compounds)
molecule	D1 agonist	RXFP1 antagonist	TRHR ag	D2 antagonist	D1 antag	D1 PAM	D2 ag	TRHR enhancer	D2 potentiator
Cc1ccc(-c2csc(NC(=O)c3ccc(-c4ccccc4)cc3)n2)o1	-1	.	0.8	13	-2	0	0.8	1	-7
CCN(CC)S(=O)(=O)c1ccc2c(c1)N(CC(=O)Nc1cccc(C(C)=O)c1)C(=O)CO2	0	-5	-0.1	.	-1	-3	.	20	13
COC(=O)/C=C1\SC(=NC(=O)c2ccc(C)cc2)NC1=O	0	-9	0.6	-15	-25	-9	0.1	-1	-1
O=C(Nc1ccc(Oc2ccccc2)cc1)C1CCCN(c2ncccn2)C1 (stereo not drawn)	1	-12	-0.3	-18	-10	-6	-2.9	-6	-8
COC(=O)c1cc(NC(=O)COC(=O)CCc2c[nH]c3ccccc23)cc(C(=O)OC)c1	4	1	0.2	-10	-8	0	0.8	2	12
O=S(=O)(c1ccccc1)N1CCN(S(=O)(=O)c2ccc3c(c2)OCCO3)CC1	6	.	0.2	.	14	-6	.	-3	.
O=C(NCCCN1CCOCC1)c1ccc2c(c1)N(Cc1cccc(Cl)c1)C(=O)c1ccccc1S2	16	-40	1.1	.	-21	-1	-0.5	2	8
N#Cc1c(N)n(CCOC(=O)c2cccc([N+](=O)[O-])c2)c2nc3ccccc3nc12	6	3	-0.1	-7	7	-5	-1.3	1	-5
CCCCOc1ccc(CNC(=O)C2CCCN(c3nnc(-n4c(C)ccc4C)s3)C2)cc1 (stereo not drawn)	10	.	-0.7	.	-22	-2	0.7	-3	-2
COc1ccc(C2NS(=O)(=O)N=C2N)cc1 (stereo not drawn)	6	-1	-1.3	-4	42	-2	0.1	-2	0
Cc1sc2ncnc(Sc3nnnn3-c3ccc(Cl)cc3)c2c1C	1	-1	-0.2	-9	26	6	-0.6	-3	2
CC(=O)Nc1c(O)nc(C)[nH]c1=O	2	1	0.0	6	8	2	0.6	1	1
CN(c1ccc(C(=O)N2CCN(Cc3ccccc3)CC2)cc1)S(=O)(=O)c1ccc(Cl)cc1	5	1	-0.4	90*	-20	3	65*	-1	-25
CC(C)c1ccc(/C=C2\CC/C(=C\C=N\N(C)C)C2=O)cc1	21	-9	0.1	-7	17	2	0.6	8	23
Cc1nc2ncnn2c(N2CCC(C(=O)NC3CCCC3)CC2)c1Cc1ccccc1	1	3	0.5	-1	-8	2	0.5	-6	-9
C=CCSc1nnc(COc2ccc(=O)n(-c3ccccc3)n2)n1CC	5	0	0.0	9	0	-2	0.4	-2	0
CC(=O)c1cc(-c2ccccc2)n(CCC(=O)NC2CCC(C)CC2)c1C (stereo not drawn)	1	7	-0.3	-5	-9	-2	-1.3	5	-5
COc1cccc(-n2cc(C(=O)NCc3ccccc3OC)c3ccccc3c2=O)c1	1	2	-0.1	.	-1	-3	0.8	-19	-1
CCCCn1c(N)c(N(C)C(=O)c2ccc(OCC3CCCO3)cc2)c(=O)[nH]c1=O (stereo not drawn)	1	0	0.3	-12	12	8	1.3	1	-4
O=C(COC(=O)c1cc([N+](=O)[O-])ccc1NCc1ccccc1)NC1CCCc2ccccc21 (stereo not drawn)	2	1	0.5	-5	.	-2	-0.5	3	-8

3 entries out of the list above, sorted by the value under D2 potentiator, largest number first.
smiles	D1 agonist	RXFP1 antagonist	TRHR ag	D2 antagonist	D1 antag	D1 PAM	TRHR enhancer	D2 potentiator
COC(=O)c1cc(NC(=O)COC(=O)CCc2c[nH]c3ccccc23)cc(C(=O)OC)c1	4	1	0.2	-10	-8	0	2	12
Cc1sc2ncnc(Sc3nnnn3-c3ccc(Cl)cc3)c2c1C	1	-1	-0.2	-9	26	6	-3	2
CC(=O)Nc1c(O)nc(C)[nH]c1=O	2	1	0.0	6	8	2	1	1

Next part.
molecule	D1 agonist	RXFP1 antagonist	TRHR ag	D2 antagonist	D1 antag	D1 PAM	D2 ag	TRHR enhancer	D2 potentiator
CC(=O)N1c2c(ccc3ccccc23)C(C)CC12CCCCC2 (stereo not drawn)	7	-13	0.4	1	19	-1	-2.6	8	5
CCOC(=O)c1c(S(=O)(=O)N2CCC(C(=O)NCc3ccccc3Cl)CC2)c(C)n(C)c1C	5	-5	-0.6	.	-8	-1	-0.1	-4	5
O=[N+]([O-])c1cccc(OCCN2CCC(Cc3ccccc3)CC2)c1	19	-23	1.6	67*	-24	-8	0.4	-6	-20
Cc1ccc(NC(=O)/C(C#N)=C/c2cc(C)n(-c3ccc(N4CCOCC4)c([N+](=O)[O-])c3)c2C)c(C)c1	2	1	0.5	-4	-2	-11	0.8	7	-2
CN(C)S(=O)(=O)c1cccc(-c2nn(-c3ccccc3)cc2/C=C2\SC(=S)NC2=O)c1	0	-15	0.5	0	-16	-2	0.1	0	3
N#CCOC(=O)C1CCN(S(=O)(=O)c2ccc3c(c2)OCCO3)CC1	1	-14	0.1	5	-3	-2	0.5	-5	34*
CC(C)c1cnc2c(c1SCc1ccc([N+](=O)[O-])cc1)c(=O)n(C)c(=O)n2C	1	-3	-0.7	.	5	0	-0.9	0	-2
Cc1cc(C(=O)CSc2nnnn2C)c(C)n1-c1cccc(F)c1	0	-15	-1.0	-2	-10	-5	0.1	-2	12
Cc1ccc(C)c(S(=O)(=O)NC2CCSC2=O)c1 (stereo not drawn)	3	25	0.0	-5	1	-1	.	1	-6
C=CCNC(=O)c1cc2c(=O)n3cc(C)ccc3nc2nc1NCC1CCCO1 (stereo not drawn)	2	.	0.2	-3	11	-4	0.7	-4	-10
